Compound activity deposited in PubChem by National Center for Advancing Translational Sciences (NCATS).
GLS inhibitor: qHTS for Inhibitors of Glutaminase (GLS); GLS enzymatic activity, qHTS titration; Glutaminase kidney isoform, mitochondrial (Homo sapiens), O94925; AID 624170, 2012; hit rate 0.21% among 410,000; Potency, µM (top dose mostly 45.5 µM), without a hit: top-dose activity change, negative = inhibition, hits mostly inhibitors; also: % is scaled to controls: 0 for no effect and ±100 for the full control effect
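hKGA in 45 mM KH2PO4 (pH 8.2), 0.02% Tween-20 with compound, then 1mM L-Glutamine (stock as added) plus glutamate oxidase/HRP/Amplex red coupling mix. Fluorescence read initially and after 30 min at RT; signal change reflects glutamate formation.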
Pol iota inh: qHTS for Inhibitors of Polymerase Iota | hit rate 1% among 390,000 | DNA polymerase iota (Homo sapiens), Q9UNA4 | Potency, µM (titrated, usually from 115 µM), inactives show top-dose activity, negative = inhibition, hits mostly inhibitors | Pol iota fluorescent replication assay, 10 min
Target sequence (Q9UNA4 whole entry, looked up): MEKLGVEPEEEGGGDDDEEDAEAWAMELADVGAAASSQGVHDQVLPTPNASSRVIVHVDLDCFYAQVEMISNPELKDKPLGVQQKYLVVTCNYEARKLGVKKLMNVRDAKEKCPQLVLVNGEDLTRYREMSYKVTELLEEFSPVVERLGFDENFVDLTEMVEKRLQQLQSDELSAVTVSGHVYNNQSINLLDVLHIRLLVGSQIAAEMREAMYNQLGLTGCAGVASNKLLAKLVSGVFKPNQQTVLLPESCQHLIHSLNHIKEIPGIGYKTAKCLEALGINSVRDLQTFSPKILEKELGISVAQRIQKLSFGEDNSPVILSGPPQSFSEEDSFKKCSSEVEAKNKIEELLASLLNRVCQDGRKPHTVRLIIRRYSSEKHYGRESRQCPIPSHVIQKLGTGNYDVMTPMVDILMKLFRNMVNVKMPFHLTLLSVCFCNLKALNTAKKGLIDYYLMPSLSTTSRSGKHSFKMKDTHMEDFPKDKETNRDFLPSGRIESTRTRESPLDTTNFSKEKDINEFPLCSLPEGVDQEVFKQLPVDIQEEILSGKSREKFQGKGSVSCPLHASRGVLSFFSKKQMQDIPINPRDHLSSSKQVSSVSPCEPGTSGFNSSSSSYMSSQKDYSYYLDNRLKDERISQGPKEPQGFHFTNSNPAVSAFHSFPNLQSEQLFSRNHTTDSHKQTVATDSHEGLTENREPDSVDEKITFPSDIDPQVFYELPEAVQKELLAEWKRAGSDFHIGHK
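Pol iota at 10 nM preincubated 15 min with compounds at room temperature; reaction started with fluorescent substrate, 50 nM final. Fluorescence read kinetically at 0 and 10 min; buffer-only wells as negative control.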
BAZ2B inh: qHTS Assay for Inhibitors of BAZ2B. AID 504333, 2011. hit rate 4.4% among 360,000. Bromodomain adjacent to zinc finger domain protein 2B (Homo sapiens), Q9UIF8. AlphaScreen BAZ2B-H3K14Ac peptide displacement. Potency, µM (highest dose often 114 µM), for the others: at the highest dose activity change, negative = inhibition, most hits filed as inhibitors; also: % is scaled to controls: 0 for no effect and ±100 for the full control effect; nearly all actives have a fitted effect of over 60% in size
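In this displacement format the biotinylated H3(5-23) peptide acetylated at Lys14 serves as ligand at 50 nM, with BAZ2B at 50 nM in PBS pH 7.4 containing 0.01% Tween-20. Donor and acceptor beads are 10 ug/mL final.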
G9a block: qHTS Assay for Inhibitors of Histone Lysine Methyltransferase G9a; G9a H3K9 monomethylation, AlphaScreen, 2 h; Potency, µM (top dose mostly 102 µM), inactives show top-dose activity, negative = inhibition, usual class: inhibitors; hit rate 8.8% among 350,000; Histone-lysine N-methyltransferase EHMT2 (Homo sapiens), Q96KQ7; also: % is scaled to controls: 0 for no effect and ±100 for the full control effect; nearly all actives have a fitted effect of over 75% in size
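Compounds were preincubated with 20 nM G9a for 15 min, after which biotinylated H3K9 peptide (500 nM) and SAM (20 uM) started a 2 h room-temperature reaction. Monomethylated product was quantified by antibody-based AlphaScreen chemiluminescence.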
PGK inhibitor: qHTS Assay to Find Inhibitors of Phosphoglycerate Kinase. hit rate 0.043% among 380,000. PGK/GAPDH coupled, Kinase-Glo luminescence, 60 min. AID 602233, 2012. Phosphoglycerate kinase, glycosomal (Trypanosoma brucei brucei), P07378. Potency, µM (top dose mostly 57.5 µM), for the others: top-dose activity change, negative = inhibition, most hits filed as inhibitors; also: % is scaled to controls: 0 for no effect and ±100 for the full control effect; nearly all actives have a fitted effect of over 60% in size
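Luminescent ATP detection (Kinase-Glo Plus) follows a 60-minute room-temperature incubation, with wells lacking PGK as controls. Buffer: 100 mM TEA (pH 7.6), 5 mM MgCl2, 0.01% Tween-20. Coupling enzyme GAPDH (100 nM final) supplies unstable 1,3-BPG in-well.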
JMJD2A Tudor: qHTS Assay for Inhibitors of JMJD2A-Tudor Domain. Lysine-specific demethylase 4A (Homo sapiens), O75164. AlphaScreen JMJD2A-Tudor / H3K4me3 peptide binding. Potency, µM (doses to about 114 µM), inactives show at the highest dose activity change, negative = inhibition, most hits filed as inhibitors. hit rate 4.4% among 390,000; also: % is scaled to controls: 0 for no effect and ±100 for the full control effect; nearly all actives have a fitted effect of over 50% in size
BLM inh: qHTS Assay for Inhibitors of Bloom's syndrome helicase (BLM); AID 2528, 2010; Potency, µM (doses to about 56.1 µM), for inactives: at the highest dose activity change, negative = inhibition, usual class: inhibitors; recombinant BLM DNA unwinding, fluorescence dequenching; hit rate 0.2% among 350,000;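 also: plate controls were vehicle for no effect and no enzyme for full effect; nearly all actives have a fitted effect of over 35% in size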
HP1b chromo inh: HTS for Inhibitors of HP1-beta Chromodomain Interactions with Methylated Histone Tails; Chromobox protein homolog 1 (Homo sapiens), P83916; AlphaScreen HP1-beta / biotin-H3K9me3 peptide binding; Potency, µM (highest dose often 114 µM), without a hit: top-dose activity change, negative = inhibition, hits mostly inhibitors; hit rate 0.56% among 390,000; AID 540317, 2011; also: nearly all actives have a fitted effect of over 70% in size; inactives centre near 23
Target sequence (P83916 whole entry, looked up): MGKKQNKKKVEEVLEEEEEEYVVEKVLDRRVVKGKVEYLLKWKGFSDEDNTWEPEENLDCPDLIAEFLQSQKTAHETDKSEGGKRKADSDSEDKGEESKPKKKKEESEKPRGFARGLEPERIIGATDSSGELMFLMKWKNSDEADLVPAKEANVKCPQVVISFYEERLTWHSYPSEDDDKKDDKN
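AlphaScreen: HP1-beta (50 nM) preformed 30 min with biotin-H3(1-18)K9me3 peptide (50 nM) in PBS pH 7.4, 0.01% Tween-20. Compound added for 30 min at RT, then streptavidin donor/nickel chelate acceptor beads (10 ug/mL) for 30 min.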
Pin1 inhibitor: qHTS Assay to Find Inhibitors of Pin1 | Peptidyl-prolyl cis-trans isomerase NIMA-interacting 1 (Homo sapiens), Q13526 | Pin1 FP peptide displacement, HiFluor488, 10 min | Potency, µM (titrated, usually from 115 µM), inactives show at the top dose activity, negative = inhibition, usual class: inhibitors | hit rate 0.009% among 390,000 | AID 504891, 2011; active = well fitted inhibition curve with a large enough effect in the polarisation, with a control signal flat, not every such curve was filed as active; inconclusive = small, poorly fitted or top-dose-only effect, or effect the other way, or a change in a side signal; inactive = no such curve, though single readings can be large or run the other way; the % refers to the polarisation; also: % is scaled to controls: 0 for no effect and ±100 for the full control effect
Target sequence (Q13526 whole entry, looked up): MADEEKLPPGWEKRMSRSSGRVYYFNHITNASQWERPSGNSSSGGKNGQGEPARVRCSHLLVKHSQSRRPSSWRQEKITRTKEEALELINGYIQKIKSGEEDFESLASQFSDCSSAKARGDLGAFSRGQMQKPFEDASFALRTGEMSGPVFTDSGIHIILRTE
Numbers without * were called inactive; i = inactive; ? = inconclusive; . = not tested or not shown; [ ] = remark or other dose. Unless noted, calls follow the shape of the dose curve; as a rule, active = well fitted curve in the direction sought with a large enough effect; inconclusive = small, poorly fitted or top-dose-only effect, or another doubt; inactive = no such curve, though single readings can be large; an effect the other way counts as inactive or inconclusive. Potency is read from the fitted curve at half-maximal effect. This is a subset (hit frequency here may not be typical).

1: COc1cc(Cc2nc3ccc(S(=O)(=O)N4CCOCC4)cc3[nH]2)cc(OC)c1OC
2: CC(=O)c1cc2c(cc1NC(=O)CCc1c(C)nc3ncnn3c1C)OCO2
3: Cc1nn(-c2cccc(C(F)(F)F)c2)c(Cl)c1/C=N/Nc1cccc(C(=O)O)c1
4: Cc1nnc(NC(=O)CSc2nnc3c(n2)[nH]c2ccccc23)s1
5: O=C(CN1CCN(C(=O)c2ccccc2)CC1)Nc1ccc(Br)cn1
6: Cc1ccc(-c2cc(C(F)F)nc(N3CCOCC3)n2)cc1
7: COc1ccccc1/C=C/CN1CCCC(CO)(Cc2cccc(Cl)c2)C1 (centres undefined)
8: CC(Oc1ccc(Cl)cc1)c1ccc(C#N)c(=O)[nH]1 (centres undefined)
Assay by compound | 1 | 2 | 3 | 4 | 5 | 6 | 7 | 8
GLS inhibitor | 6% | -1% | 31% | 3% | 12% | 2% | 0% | 2%
Pol iota inh | 18% | -17% | 0% | -22% | 2% | ? | 10% | 19%
BAZ2B inh | -1% | -5% | ? | 5% | -4% | 101%[activator] | -21% | ?
G9a block | -9% | 14%[12.7 µM] | ? | -44%[59 µM] | -37%[12.7 µM] | 162%[activator][59 µM] | . | -4%[12.7 µM]
PGK inhibitor | 1% | -2% | -10% | 0% | -2% | 1% | i | i
JMJD2A Tudor | 1% | -8% | ? | -18% | -12% | 234%[activator] | ? | -5%
BLM inh | -1% | . | 0% | -6% | 1% | -11% | -3% | -3%
HP1b chromo inh | 24% | 31%[activator] | -24% | 10% | 23% | . | 11% | 27%
Pin1 inhibitor | -2% | 1% | ? | 4% | 1% | 4% | -1% | 9%

9: O=C(NCCN1CCOCC1)C1CC(=O)N(c2cccc(C(F)(F)F)c2)C1 (centres undefined)
10: CC1Cc2cc(/C(O)=C3\C(=O)C(=O)N(CCN(C)C)C3c3ccccc3F)ccc2O1 (centres undefined)
11: Cc1ccc(N2CCN(C(=O)c3cccs3)CC2)c(C)c1
12: COc1cc(-c2nnc3sc(C4CCCCC4)nn23)cc(OC)c1OC
13: Cc1ccc(C(O)Cn2cc([N+](=O)[O-])nc2C)cc1 (centres undefined)
14: COc1ccc(C(C)(C)C)cc1NC(=O)Cn1cnnn1
15: CC1CCCN(Cc2c(O)ccc3c4c(c(=O)oc23)CCCC4)C1 (centres undefined)
16: CCOC(=O)c1ccc(N2C(=O)c3n[nH]c(-c4cccs4)c3C2c2ccc(CC)cc2)cc1 (centres undefined)
Assay by compound | 9 | 10 | 11 | 12 | 13 | 14 | 15 | 16
GLS inhibitor | 4% | -12% | 11% | 1% | 6% | -1% | 27% | -13%
Pol iota inh | 33%[activator] | 11% | -11% | -3% | 17% | 12% | 26% | -6%
BAZ2B inh | -4% | -5% | 8% | -1% | -17% | -1% | -2% | .
G9a block | -9% | 10%[12.7 µM] | . | ? | 17% | 1% | 1%[59 µM] | ?
PGK inhibitor | -5% | -7% | -4% | -8% | -8% | -9% | i | 10%
JMJD2A Tudor | -12% | -31% | -3% | -13% | -3% | -11% | -9%[11.4 µM] | ?
BLM inh | . | -7% | -4% | -1% | -1% | -1% | 3% | -12%
HP1b chromo inh | 13% | 24% | 32% | 127%[activator] | -4% | 34% | 7% | 24%
Pin1 inhibitor | -1% | 2% | 1% | ? | -7% | 0% | 4% | 54%[activator]

17: Cc1ccc(C)c(NC(=S)Nc2cccc3cnccc23)c1
18: CC1(C)C2([N+](=O)[O-])CN3CC1([N+](=O)[O-])CN(C2)C3c1ccccc1 (centres undefined)
19: Cc1cc(C(=O)COC(=O)c2cc(Cl)ccc2N)c(C)n1Cc1ccco1
20: COc1cc(NC(=O)Cc2c(C(=O)O)[nH]c3ccccc23)cc(OC)c1OC
21: Cc1ccc(-n2c(SCC(=O)NCCN3C(=O)CSC3=O)nnc2-c2cccc(C)c2)cc1
22: Cc1cccc(NC(=O)CSc2nnnn2-c2ccc3c(c2)OCCO3)n1
23: Cc1ccccc1C(=O)n1nc(-c2cccnc2)nc1NCc1ccccc1
24: CCCCOc1ccc(/C=C/C(=O)OCC(=O)N2CC(=O)Nc3ccccc32)cc1OCC
Assay by compound | 17 | 18 | 19 | 20 | 21 | 22 | 23 | 24
GLS inhibitor | 2% | -3% | 6% | 12% | 12% | -3% | -2% | 1%
Pol iota inh | ? | 19% | ? | 9% | 7% | 68%[activator] | 44%[activator] | 8%
BAZ2B inh | -36% | -4%[57.1 µM] | ? | 0% | 4% | -11% | 1% | -5%
G9a block | 22µM* | 1% | 11%[59 µM] | 14%[2.33 µM] | -14%[59 µM] | . | -10%[59 µM] | 4%[59 µM]
PGK inhibitor | 2% | 3% | 2% | -4% | -3% | -9% | i | -1%
JMJD2A Tudor | -16% | -18% | ? | -17% | -29% | 2% | -8% | -16%
BLM inh | -7% | -3% | -24% | -2% | 1% | -8% | -5% | -12%
HP1b chromo inh | -2% | -2% | 9% | 18% | 10% | 41%[activator] | 54%[activator] | 11%
Pin1 inhibitor | 0% | -5% | -1% | -2% | 0% | -2% | -3% | 1%

25: CC(C)C(C(=O)Nc1ccc(S(=O)(=O)N2CCOCC2)cc1)N1C(=O)c2ccccc2C1=O (centres undefined)
26: O=C(NCc1ccc2c(c1)OCO2)C(=O)NCC1OCCN1S(=O)(=O)c1ccccc1 (centres undefined)
27: CN(C)CCCNC(=S)N1CCn2c(nc3ccccc32)C1
28: Cc1[nH]nc(-c2ccc(O)c(C)c2O)c1-c1cnn(-c2ccccc2)c1
29: Cc1cc(Br)ccc1NC(=O)c1cc2c(s1)-c1ccccc1SC2
30: CC1(C)OC2OC3C(CNCCO)OC(c4ccccc4)OC3C2O1 (centres undefined)
31: CN1CCN(S(=O)(=O)c2ccc(NC(=O)Nc3cccc(Cl)c3)cc2)CC1
32: Cc1nn(C)c2c1c(C(F)(F)F)cc(=O)n2CC(=O)N1CCCCC1
Assay by compound | 25 | 26 | 27 | 28 | 29 | 30 | 31 | 32
GLS inhibitor | 2% | -1% | -5% | 35%[activator] | 7% | -14% | 21% | 0%
Pol iota inh | 1% | 2% | 95%[activator] | -26% | 6% | 6% | 6% | 23%
BAZ2B inh | 11% | . | -4% | -39% | 18% | . | -4% | -15%
G9a block | -37%[2.33 µM] | . | -11%[59 µM] | 2%[59 µM] | 19%[59 µM] | . | 15%[12.7 µM] | 1%[59 µM]
PGK inhibitor | -2% | 2% | -4% | 4% | . | i | 0% | -3%
JMJD2A Tudor | -24% | -10% | -8% | ? | 3% | -1% | -18% | 2%
BLM inh | 0% | . | -10% | -12% | -12% | . | 7% | -3%
HP1b chromo inh | 35% | 20% | 14% | -1% | 47%[activator] | 33% | 4% | 8%
Pin1 inhibitor | 9% | 8% | -9% | 1% | 14% | -3% | -3% | 0%

33: CCOc1cc(-c2nc(C)c(C(C)=O)n2O)ccc1OCC(=O)Nc1ccccc1
34: CC(C)c1ccc(NC2CCCN(C(=O)c3cccnc3)C2)cc1 (centres undefined)
35: Nc1nonc1C(=O)NCCN=Cc1cc(Cc2ccccc2)cc(Br)c1O
36: COc1cc(SC)ccc1C(=O)Nc1ccc(C)cc1
37: CN(C)CCn1c(N)nc2ccccc21
38: Clc1ccc2nc(-c3ccncc3)cc(-c3ccccc3)c2c1
39: Cc1cc(C)nc(NC(=O)c2cc(Br)ccc2Cl)n1
40: O=[N+]([O-])c1cc([N+](=O)[O-])c(Oc2cccc3ccccc23)cc1NN1CCCCC1
41: S=C(NCc1ccc2c(c1)OCO2)NC1CC1
42: Cc1cc(C)nc(NS(=O)(=O)c2ccc(NC(=O)CCC3COc4ccccc4O3)cc2)n1 (centres undefined)
Assay by compound | 33 | 34 | 35 | 36 | 37 | 38 | 39 | 40 | 41 | 42
GLS inhibitor | 20% | -5% | -27% | -1% | 20% | 14% | -1% | 0% | -8% | 9%
Pol iota inh | -15% | 28% | ? | 156%[activator] | 37%[activator] | 3% | 17% | -4% | 109%[activator] | 11%
BAZ2B inh | -14% | -23% | -30% | 13% | 2% | -21% | -10% | . | -17% | 3%
G9a block | ? | 79µM* | -3% | -9%[0.501 µM] | . | -7%[59 µM] | 27%[12.7 µM] | . | -24% | 7%[12.7 µM]
PGK inhibitor | 5% | i | -10% | 2% | i | 11% | 4% | 8% | i | -4%
JMJD2A Tudor | -19% | -27% | ? | 9%[57.1 µM] | -7% | -17% | -6% | ? | -16%[57.1 µM] | -3%
BLM inh | -7% | -3% | -9% | -12% | -2% | 3% | -6% | . | -1% | 0%
HP1b chromo inh | 24% | 16% | 17% | 88%[activator] | 29% | 6% | 30% | -16% | 34% | 13%
Pin1 inhibitor | -1% | 2% | ? | -2% | -7% | 0% | 6% | 4% | -2% | 4%

Rewritten with two lines to a compound: part of the list above.
Fields – GLS inhibitor | Pol iota inh | BAZ2B inh | G9a block | PGK inhibitor | JMJD2A Tudor | BLM inh | HP1b chromo inh | Pin1 inhibitor
37) CN(C)CCn1c(N)nc2ccccc21
→ 20% | 37%[activator] | 2% | . | i | -7% | -2% | 29% | -7%
38) Clc1ccc2nc(-c3ccncc3)cc(-c3ccccc3)c2c1
→ 14% | 3% | -21% | -7%[59 µM] | 11% | -17% | 3% | 6% | 0%
39) Cc1cc(C)nc(NC(=O)c2cc(Br)ccc2Cl)n1
→ -1% | 17% | -10% | 27%[12.7 µM] | 4% | -6% | -6% | 30% | 6%
